14-3-3 PPI – 14-3-3 gamma protein interaction modulation; inhibition, % at 40 µM; FP, 14-3-3gamma / TMR-pS259-Raf peptide binding; 160,000 compounds, 0.19% hits; P61981; AID 422; in the data active means inhibition above about 30%;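 further: 0% = protein plus tracer without compound and 100% = blank with tracer alone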
Target sequence (P61981 whole entry, looked up): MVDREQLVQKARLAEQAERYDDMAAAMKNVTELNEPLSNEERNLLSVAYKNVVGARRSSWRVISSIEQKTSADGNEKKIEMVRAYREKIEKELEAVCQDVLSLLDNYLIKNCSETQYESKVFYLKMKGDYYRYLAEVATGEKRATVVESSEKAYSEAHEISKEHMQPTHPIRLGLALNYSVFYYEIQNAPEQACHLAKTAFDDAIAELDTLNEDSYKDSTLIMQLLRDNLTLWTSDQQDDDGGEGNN
Starred values were filed as active, the others as inactive; & = joins results of further samples. Not all compounds are listed, so the mix of outcomes need not match the whole.

SMILES | 14-3-3 PPI
COc1ccc(/C(O)=C2\C(=O)C(=O)N(Cc3cccnc3)C2c2ccc(C(C)(C)C)cc2)cc1 (stereo not drawn) | -11.3
O=C(COC(=O)C1COc2ccccc2O1)NC(=O)Nc1ccc2c(c1)OCCO2 (stereo not drawn) | -4.9
COc1ccc(C2=NN(S(C)(=O)=O)C(c3ccccc3Cl)C2)cc1OC (stereo not drawn) | -350.7
Fc1ccc(NCc2cn3cccnc3n2)cc1 | -11.1
COc1ccc(NC(=O)CC2(C)NN=C(c3ccccc3)S2)c(OC)c1 (stereo not drawn) | -2.1
O=C(CCCCCn1c(=S)[nH]c2cc3c(cc2c1=O)OCO3)NCC1CCCO1 (stereo not drawn) | -4.5
Cc1ccc(O)c(NC2=CC(=O)CC(C)(C)C2)c1 | 1.5
COc1ccccc1-n1c(SCc2ccccc2)nc2ccccc2c1=O | 4.1
CC1(C(=O)NCc2cccnc2)CCC(=O)N1Cc1cccs1 (stereo not drawn) | -0.5
CCCSc1nnc2c(n1)OC(c1cccnc1)N(C(C)=O)c1ccccc1-2 (stereo not drawn) | 6.1
CCOC(=O)c1[nH]c2ccccc2c1NC(=O)CN1CCOCC1 | -0.1
N#Cc1ccc2ccn(CC(=O)N3CCCc4ccccc43)c2c1 | -6.2
Cc1[nH]c2ccc(Br)cc2c(=O)c1CN1CCOCC1 | -4.2
O=C(O)Cn1nnnc1-c1ccc(F)cc1 | 15.3
CC(=O)c1c(C)n(S(=O)(=O)c2ccc(Cl)cc2)c2ccc(NS(=O)(=O)c3ccc(Cl)cc3)cc12 | -87.7
COc1ccc(Cl)cc1Nc1ncnc2c1cnn2-c1ccc(Cl)cc1 | -9.0
Cc1ccc(CCN2CC(C(=O)NC3CC3)CC2=O)cc1 (stereo not drawn) | 3.5
CCn1c(COc2ccc(Cl)cc2)nnc1SCC(=O)Nc1ccc2c(c1)OCCO2 | -3.9
N=c1c2c(-c3ccccc3)c(-c3ccccc3)n(Cc3ccco3)c2ncn1CCN1CCOCC1 | -0.6
CC1CCN(CCCNC(=O)c2n[nH]c(=O)c3ccccc23)CC1 | -5.9&3.2
CCC(C)Nc1cc(C)c(C#N)c2nc3ccccc3n12 (stereo not drawn) | -178.7
O=C(Nc1cccc(C(=O)N2CCOCC2)c1)c1ncn[nH]1 | -12.2
O=C(NCc1cccnc1)C1CCC(=O)N1Cc1ccccc1Cl (stereo not drawn) | -5.3
Cc1cc(C)nc(/N=C(\N)Nc2cccc(O)c2)n1 | -11.8
CCc1ccccc1NC(=O)c1cc(-c2cccc(OC)c2)on1 | -11.9
O=C(O)COc1ccc(-c2nnn(Cc3ccccc3F)n2)cc1 | 5.2
O=C(Nc1ccccc1)NC1(C(=O)NCc2ccco2)CCCCC1 | -2.7
O=C1NC(=S)S/C1=C1\Sc2ccccc2N1CCCS(=O)(=O)O | -10.3
CCn1nnnc1SCC(=O)N1CCOCC1 | -2.6
N=c1n(CCOc2ccccc2Cl)c2ccccc2n1CC(N)=O | -0.3
O=C(CCc1ccccc1)Nc1nc2ccc(S(=O)(=O)N3CCOCC3)cc2s1 | 1.3
COc1ccc(N2CSC3=C(C#N)C(c4cc(OC)c(OC)cc4OC)CC(=O)N3C2)c(OC)c1 (stereo not drawn) | 4.4
COc1ccc(CCNC(=O)CCNS(=O)(=O)c2ccc3c(c2)CCN3C(C)=O)cc1OC | -7.0
Fc1ccc(-c2[nH]c(C3CC=CCC3)nc2-c2ccccc2)cc1 (stereo not drawn) | -21.2
O=C(c1ccco1)[C@@H]1[C@@H]2C(=O)N(c3ccc(F)cc3)C(=O)[C@@H]2C2c3ccccc3C=CN21 (stereo partly drawn) | -28.4
CCCN(C(=O)c1cn(C)c(=O)c2cc(OC)c(OC)cc12)c1cccc(C)c1 | 1.9
Cc1ccc(CN2C(=O)CCC2C(=O)NCCc2ccccc2)cc1 (stereo not drawn) | 2.8
COc1cc2ccccc2cc1C(=O)Nc1nc(-c2c(OC)ccc3ccccc23)cs1 | -0.5
Nc1c(C(=O)Nc2ccccc2F)sc2nc3c(cc12)CCCCCC3 | 5.7
COc1ccccc1NC(=O)CN1CCCCC1 | 16.6
COc1ccccc1Cn1c2ccccc2c2nc3ccccc3nc21 | -1.0
CCOC(=O)C1CCN(C(=O)CN(C)S(=O)(=O)c2cc(C)ccc2OC)CC1 | -7.4
Cc1cc2c(cc(C(=O)N3CCC(C(=O)NC4CCCC4)CC3)n2Cc2c(F)cccc2Cl)o1 | -3.7
COC(=O)CSc1nc2cc(Cl)ccc2c(=O)n1C1CCCC1 | 5.7
O=C(Nc1cc2c(cc1Cl)C(=O)c1ccccc1C2=O)c1ccco1 | -13.7
Cn1nc(-c2ccc(N3CCOCC3)c(NS(=O)(=O)c3ccccc3)c2)c2ccccc2c1=O | 4.3
NC(=O)Cn1cc(C(=O)C(F)(F)F)c2cc(Br)ccc21 | -4.1
COc1ccc(NC(=O)C2CCN(S(=O)(=O)c3ccc(Br)s3)CC2)cc1Cl | -41.5
CC(=O)Nc1ccc(S(=O)(=O)N(C)c2ccc(O)cc2)cc1 | -2.3
O=C1c2ccccc2C(=O)N1c1ccc(-c2nc3cc(N4C(=O)c5ccccc5C4=O)ccc3[nH]2)cc1 | -12.6

15 entries already listed, sorted by molar mass, largest number first.
SMILES | 14-3-3 PPI
COc1ccc(NC(=O)C2CCN(S(=O)(=O)c3ccc(Br)s3)CC2)cc1Cl | -41.5
Cc1cc2c(cc(C(=O)N3CCC(C(=O)NC4CCCC4)CC3)n2Cc2c(F)cccc2Cl)o1 | -3.7
O=C1c2ccccc2C(=O)N1c1ccc(-c2nc3cc(N4C(=O)c5ccccc5C4=O)ccc3[nH]2)cc1 | -12.6
Cn1nc(-c2ccc(N3CCOCC3)c(NS(=O)(=O)c3ccccc3)c2)c2ccccc2c1=O | 4.3
COc1cc2ccccc2cc1C(=O)Nc1nc(-c2c(OC)ccc3ccccc23)cs1 | -0.5
O=C(c1ccco1)[C@@H]1[C@@H]2C(=O)N(c3ccc(F)cc3)C(=O)[C@@H]2C2c3ccccc3C=CN21 (stereo partly drawn) | -28.4
CCOC(=O)C1CCN(C(=O)CN(C)S(=O)(=O)c2cc(C)ccc2OC)CC1 | -7.4
Nc1c(C(=O)Nc2ccccc2F)sc2nc3c(cc12)CCCCCC3 | 5.7
COC(=O)CSc1nc2cc(Cl)ccc2c(=O)n1C1CCCC1 | 5.7
O=C(Nc1cc2c(cc1Cl)C(=O)c1ccccc1C2=O)c1ccco1 | -13.7
NC(=O)Cn1cc(C(=O)C(F)(F)F)c2cc(Br)ccc21 | -4.1
COc1ccccc1Cn1c2ccccc2c2nc3ccccc3nc21 | -1.0
Cc1ccc(CN2C(=O)CCC2C(=O)NCCc2ccccc2)cc1 (stereo not drawn) | 2.8
CC(=O)Nc1ccc(S(=O)(=O)N(C)c2ccc(O)cc2)cc1 | -2.3
COc1ccccc1NC(=O)CN1CCCCC1 | 16.6

Next section.
SMILES | 14-3-3 PPI
Nc1nnc(SCC(=O)N2CCOCC2)s1 | -7.1
COc1ccc(-n2nc(C(=O)NCC(=O)Nc3ccc4c(c3)OCCO4)c3ccccc3c2=O)cc1 | -5.1
COc1ccc(NC2=NCCC(=O)N2Cc2cccs2)cc1 | -8.9
O=C(CS(=O)(=O)c1c[nH]c2ccccc12)N1CCCCCC1 | 4.0
Cc1ccccc1Nc1c(-c2ccsc2)nc2cccc(C)n12 | -8.9
COC(=O)C1=C(C)N(C)C(C)=C(C(=O)OC)C1c1ccc(C)c([N+](=O)[O-])c1 | -8.5
COc1ccc(-c2csc(NC(=O)C3CCCO3)n2)cc1 (stereo not drawn) | 3.6
COc1ccc2[nH]c(=O)c(CN(Cc3ccc(C)cc3)Cc3nnnn3CC3CCCO3)cc2c1 (stereo not drawn) | 6.0
O=c1c2cc3ccccc3cc2[nH]c(=S)n1CCc1ccccc1Cl | -17.9
COc1ccc(C2C(C(=O)OCCOc3ccccc3)=C(C)NC3=C2C(=O)CC(C)(C)C3)cc1 (stereo not drawn) | -3.4
CC(=O)N1C(C(=O)O)CSC1c1ccsc1 (stereo not drawn) | -4.4
O=C(NC1CCS(=O)(=O)C1)Sc1ccccc1 (stereo not drawn) | -6.6
Cc1ccc(C(C)NC(=O)c2cc(C)oc2C)cc1 (stereo not drawn) | -1.2
COC(=O)c1cccc(CN2C(=O)SC(Nc3ccc(Cl)cc3)C2=O)c1 (stereo not drawn) | -10.9
COc1ccc(C)cc1NC(=O)c1cc(S(=O)(=O)N(C)C2CCCCC2)ccc1F | -19.1
COc1ccc(CNC(=O)CSc2nnc(-c3ccc(NC(C)=O)cc3)n2C)cc1 | -11.6
CC(=O)N1CCc2cc(S(=O)(=O)CCC(=O)N3CCN(C(=O)c4ccco4)CC3)ccc21 | 0.0&10.6
COc1ccc(C2C(C(=O)N3CCCC(C)C3)c3cc(OC)c(OC)cc3C(=O)N2C)cc1 (stereo not drawn) | 1.9
COc1ccc(-c2noc(COc3ccccc3OC)n2)cc1OC | -10.8
CCN1CCN(CCNC(=O)c2ccc(CS(=O)(=O)c3c(Cl)cccc3Cl)o2)CC1 | 3.8
CCC(CC)C(=O)N1CC(=O)Nc2ccc(C)cc2C1c1ccc(F)cc1 (stereo not drawn) | -9.1
COC(=O)C1C(c2ccccc2)C(C(=O)N2CCN(C)CC2)C1c1ccccc1 (stereo not drawn) | 0.6
CN(C)c1ccc(C(=O)Nc2ncc(S(=O)(=O)c3ccc([N+](=O)[O-])cc3)s2)cc1 | 8.8
OCc1nc2ccccc2n1CCCOc1ccccc1 | -0.9
Cc1c(C(=O)O)cccc1N1C(=O)c2ccc(-c3nc4ccccc4c(=O)o3)cc2C1=O | -13.4
COc1ccc(CNC(=O)C(c2ccco2)N(Cc2cccs2)C(=O)Cc2cccs2)cc1 (stereo not drawn) | -2.0
CC1CCN(CCCNC(=O)C2c3ccccc3C(=O)N(C)C2c2cn(C)c3ccccc23)CC1 (stereo not drawn) | -4.0
Cc1ccc(C)c(Cc2c(C)nc3c(C(=O)NCCc4ccc(Cl)cc4)cnn3c2C)c1 | -7.1
COC(=O)c1c([N+](=O)[O-])cnn1C | -2.9
COc1cc2c(cc1OC)C(COc1ccccc1OC)N(C(=O)c1ccc(Br)o1)CC2 (stereo not drawn) | -131.0
CCOC(=O)COc1ccc(C(C2=C(O)CC(C)(C)CC2=O)C2C(=O)CC(C)(C)CC2=O)cc1 (stereo not drawn) | -6.2
COCCn1c(-c2ccc(OC)cc2)cnc1SCC(=O)Nc1cc(C)on1 | -8.7
O=C(NCCSc1c[nH]c2ccccc12)c1ccc2ccccc2c1 | -10.9
Cc1ccc(-c2nn3c(C)nnc3s2)cc1NC(=O)c1ccc(Br)o1 | -0.8
Cc1nc2nc(COc3ccccc3)nn2c(C)c1Cl | -2.0
Cn1cnc([N+](=O)[O-])c1Nc1cccc(O)c1 | -15.7
COC(=O)c1cc2oc(C)cc2n1CC(=O)N1CCCc2ccccc21 | -5.5
COc1ccccc1-c1coc2cc(OC(=O)c3ccccc3)ccc2c1=O | 0.8
Cc1cc(N2CC(C)OC(C)C2)nc2ccccc12 (stereo not drawn) | 0.5
NC(=O)c1ccc(NS(=O)(=O)c2ccc(Cl)cc2)cc1 | -1.0
Cc1nc(SCC(=O)Nc2ccc3ccccc3c2)c2c3c(sc2n1)CCC3 | -7.3
COCCN1C(=O)c2ccccc2C(C(=O)N2CCCC(C)C2)C1c1c[nH]c2ccccc12 (stereo not drawn) | -2.0
O=C(Oc1ccc(I)cc1)C1c2ccccc2Oc2ccccc21 | 8.7
COc1cc(C(=O)Nc2cc([N+](=O)[O-])cc3oc(-c4ccccc4)cc23)cc(OC)c1OC | -257.1
CCOC(=O)c1ccc(NCc2ccccc2O)cc1 | -2.3
CC1CCC(NC(=O)c2ccc3c(=O)n(Cc4ccc(Cl)cc4)c(=S)[nH]c3c2)CC1 (stereo not drawn) | -11.3
CCn1nc(C(=O)OCC(=O)N2c3ccccc3CC2C)c2ccccc2c1=O (stereo not drawn) | 0.4
Cc1onc(-c2c(F)cccc2Cl)c1C(=O)NCc1ccccn1 | -1.4
Cc1cc(CN2C(=O)c3ccccc3C2=O)on1 | 2.9
CCCn1cc(S(=O)(=O)CC(=O)Nc2cc(C)ccc2C)c2ccccc21 | -3.6

Next results:
SMILES | 14-3-3 PPI
COc1cc2c(cc1OC)C(COc1ccccc1OC)N(C(C)=O)CC2 (stereo not drawn) | -2.4
CCC/C(O)=C1\C(=O)CC(C)(C)CC1=Nc1ccc(OC)cc1OC | -2.5
O=C1CSC(c2ccccc2[N+](=O)[O-])N1c1ccccn1 (stereo not drawn) | -1.1
COc1cccc(C2CC(=O)NC3=C2C(=O)CCC3)c1 (stereo not drawn) | 6.1
O=S(=O)(c1cnc[nH]1)N1CCC(Cc2ccccc2)CC1 | 6.4
COc1ccc(Nc2c3c(c(C#N)c4nc5ccccc5n24)CCC3)cc1 | -35.3
COc1ccc(-c2cc(-c3cccs3)nc3sc(C(=O)NC(C)C)c(N)c23)cc1 | -5.1
COC(=O)c1c(NC(=O)c2cc3ccccc3oc2=O)sc2c1CCC(C)C2 (stereo not drawn) | -10.7
COc1ccc(S(=O)(=O)NCC(c2cccnc2)N2CCN(c3ccccc3OC)CC2)cc1C (stereo not drawn) | -5.8
Nc1cc(OC(=O)c2ccco2)nn1S(=O)(=O)c1ccc(F)cc1 | -4.2&-10.2
CCOc1nnnc2c1sc1nc(N3CCOCC3)c3c(c12)CC(C)(C)OC3 | 1.7
O=C1C2=C(SCCS2)C(=O)N1c1ccccc1 | -4.2
Cc1ccc(N=C2NC(=O)CC(C(=O)Nc3ccccc3C(F)(F)F)S2)cc1 (stereo not drawn) | 1.7
CCS(=O)(=O)Nc1ccc(-c2nnc(SCC(=O)OC)o2)cc1 | -12.3
CCc1ccc(NC(=O)C(C)N2C(=O)c3ccccc3C2=O)cc1 (stereo not drawn) | -4.5
Cc1onc(-c2ccccc2Cl)c1C(=O)NCCn1ccc2ccccc21 | -2.9
O=C(Nc1c[nH]c(=O)[nH]c1=O)c1ccc(N2C(=O)CCC2=O)cc1 | -16.0
O=C1C(Cl)=C(N2CCN(c3ccccc3)CC2)C(=O)N1c1cccc(Cl)c1 | -16.4
O=C(c1cccc(S(=O)(=O)N2CCCCC2)c1)N1CCCCC1 | -6.9
O=C(c1ccco1)N1CCN(c2cc(=O)n(C3CCCCC3)c(=O)[nH]2)CC1 | 4.2
CN1CCN(C(=O)c2ccc(-c3nn(C)c(=O)c4ccccc34)cc2)CC1 | -2.2

High-throughput results (PubChem BioAssay)
